# Source: PubChem
# PglD inh – PglD (C. jejuni) enzyme inhibition | 360,000 tested, 0.098% active | AID 602405 | purified PglD enzyme, DTNB colorimetric CoA detection | inhibition, % at 12.5 µM; in the data active means inhibition above about 16%, passing the limit was not always enough; further: strong numbers were not always called active
# FN deposit inh – fibronectin deposition inhibition | AH1F fibroblasts, Alexa488-fibronectin deposition fluorescence, overnight | inhibition, % at 12.6 µM | 350,000 tested, 0.086% active;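 active means mean inhibition across replicates of 30% or more, regardless of how many single replicates reach that level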;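 further: positive control wells lacked labelled fibronectin entirely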
#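 Test system: AH1F fibroblast monolayer depositing Alexa488-labelled fibronectin into matrix. Input: 10000 cells per well. Technique: fluorescence, ex 485 nm, em 525 nm. Buffer or medium: DMEM plus 2% serum, read in PBS. Timing: 1 h cell adhesion before compound, then overnight fibronectin incubation. Compound: single dose, pinned. Read-out basis: inhibition from reduced deposited-fibronectin fluorescence.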
# GSIS activator – primary screen for activators of insulin secretion dependent on glucose, INS-1E cells, GLuc reporter luminescence; INS-1E GLuc reporter insulin secretion, 2-3 h; activation, % at 16.6 µM; 370,000 tested, 0.61% active; AID 743287;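 active means lowest replicate activation of at least 40%, so every replicate reaches that level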;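 further: 0% = median of neutral control wells and 100% = median of IBMX positive control wells; some compounds called inactive have numbers as strong as hits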
# Cneo AK release – causes C. neoformans cell lysis; adenylate kinase release luminescence, 4 h; normalised: neutral wells 0, clomiphene wells 100; lysis activity, % at 15 µM; 360,000 tested, 0.2% active; AID 651654;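 active means mean lysis activity across replicates of at least 80%, whatever share of replicates individually reach that level; inactive means mean lysis activity below 80%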
#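 Material – log-phase Cryptococcus neoformans yeast cells · Input – 5 × 10^6 yeast cells/mL · Medium – fresh YPD growth medium · Doses – single compound concentration per well · Timing – static 4 h at 37 °C with compound, 1 h detection · Detection – adenylate kinase release luminescence · Read-out – signal increase indicating cell lysis · Control set – Clomiphene as positive lysis control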
# CFTR F508del cor – correctors of CFTR F508del function in bronchial epithelial cells; CFBE cells, YFP halide quenching; stimulated with forskolin plus potentiator P3; % fluorescence drop versus neutral controls; activity (quench increase), % at 7.58 µM; 350,000 tested, 0.36% active;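 active means mean added fluorescence quench of at least 8% versus neutral control, with both replicates also reaching 8%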;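 further: cells transiently co-express mutant CFTR-F508del with the halide-sensitive YFP; corrector assay measuring rescue of mutant channel to the surface after 24 h compound exposure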
# PGC1a acetyl inh – lowers PGC1a acetylation signal in U2OS cells; AlphaScreen anti-acetyl-lysine; with virally co-expressed GCN5 acetyltransferase; inhibition, % at 15.6 µM; 350,000 tested, 0.17% active;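 active means every replicate shows inhibition of at least 40%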;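 further: 0% = neutral control wells and 100% = positive control wells; some results beyond the cut were filed as inactive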
# Statin myotox sup – suppression of simvastatin myotoxicity; C2C12 myotubes + simvastatin, ATP luminescence, 48 h; scaled: DMSO 0, geranylgeraniol control 100; 330,000 tested, 0.78% active; AID 602340; rescue of ATP level, % at 7.49 µM;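 active means mean ATP rescue above about 67%, or every replicate alone reaching that limit, limit read from the data, passing the limit was not always enough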;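 further: myotubes were challenged with 10 µM simvastatin during compound exposure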
# miR122 inh – blocks miR-122 activity in Huh7 sensor cells; activation (reporter increase), % at 12.5 µM; Huh7 miR-122 Renilla luciferase sensor, 48 h; neutral wells = 0, positive control = 100; AID 602342; 340,000 tested, 0.3% active;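 active means mean replicate activation score at least 90 and every replicate individually at or above 90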;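 further: higher luciferase means less miR-122 activity so hits act as miR-122 inhibitors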
# * = called active by the depositor; / = no result given; & = joins results of further samples; [ ] = another dose, or the depositor's remark.
1	COc1ccc(N(CC(=O)NC2CCCCC2)C(=O)CCCC(=O)Nc2ccccn2)cc1
2	COc1ccc(C#Cc2ccc3c(c2)O[C@@H](CN(C)C(=O)CN2CCOCC2)[C@H](C)CN([C@@H](C)CO)S3(=O)=O)cc1
3	COc1ccc(OC)c(NC(=O)CCN2CCN(C)CC2)c1
4	CC(C)(C)c1cc(N2CCOCC2)n2ncc(-c3ccc(Cl)cc3)c2n1
5	N#Cc1cccc(-c2ccc3c(c2)[C@H]2[C@H](CCN2C(=O)C2CCCCC2)[C@H](CO)N3)c1
6	COCCNC(=O)C[C@H]1CC[C@@H]2[C@H](COC[C@H](O)CN2S(=O)(=O)c2ccccc2C)O1
7	CC(=O)N1[C@H](CN(C(=O)c2cccc(F)c2)C(C)C)[C@H](c2ccccc2)[C@@H]1CO
8	CN(CCOCCOc1ccc2ccccc2c1)Cc1ccccc1

compound no.	1	2	3	4	5	6	7	8
PglD inh	-2	-2	-3	0	2	-2	0	-2
FN deposit inh	-6	/	0	7	14	-11	-10	-2
GSIS activator	8	-11	-2	11	18	12	2	/
Cneo AK release	-2	6	-2	0	-14	103*	-4	-2
CFTR F508del cor	0.6	0.9	-3.5	-0.3	2.5	6.1	0.1	/
PGC1a acetyl inh	/	5	5	0	-21	0	-14	/
Statin myotox sup	-2	10	17	-18	1	-1	1	/
miR122 inh	/	-23[16.7 µM]	-10	/	-8[16.7 µM]	-1[16.7 µM]	36[16.7 µM]	2

# Structures above containing four or more nitrogen atoms:
1	COc1ccc(N(CC(=O)NC2CCCCC2)C(=O)CCCC(=O)Nc2ccccn2)cc1
4	CC(C)(C)c1cc(N2CCOCC2)n2ncc(-c3ccc(Cl)cc3)c2n1

compound no.	1	4
PglD inh	-2	0
FN deposit inh	-6	7
GSIS activator	8	11
Cneo AK release	-2	0
CFTR F508del cor	0.6	-0.3
PGC1a acetyl inh	/	0
Statin myotox sup	-2	-18
miR122 inh	/	/

# (listing goes on)
9	CC1=NN2C(=N)/C(=C\c3cc(C)n(-c4cccc(C)c4)c3C)C(=O)N=C2S1
10	CN(CCCn1cnc2c(OCc3ccccc3)ncnc21)Cc1ccco1
11	COc1ccc(Br)cc1/C=C/C(=O)Nc1ccc2ccccc2c1
12	O=C(c1cccc(Br)c1)N1CCN(S(=O)(=O)N2CCCCCC2)CC1
13	C[C@@H]1CN([C@@H](C)CO)C(=O)c2cccc(NC(=O)c3ccncc3)c2O[C@H]1CN(C)S(=O)(=O)c1ccccc1
14	COc1cccc(-c2noc(C3CCCN(S(=O)(=O)c4cccc(Cl)c4C)C3)n2)c1 (stereo unspecified)
15	Cc1noc(C)c1NC(=O)NCC[C@H]1CC[C@H](NC(=O)Cc2cccnc2)[C@@H](CO)O1
16	COc1ccc(NCC(=O)N/N=C(\C)c2cc3ccccc3o2)cc1

compound no.	9	10	11	12	13	14	15	16
PglD inh	-4	-5	1	5	2	-8	3	/
FN deposit inh	17	16	10	-4	1	-3	-3	3
GSIS activator	7	14	-8	-1	9	/	4	-25
Cneo AK release	-2	0	-1	1	-1	7	4	/
CFTR F508del cor	-5.6	-1.2	-3.0	-1.7	-0.1	/	0.9	-1.8
PGC1a acetyl inh	-1	-2	/	5	3	-7	8	-5
Statin myotox sup	-11	2	/	9	-21	44	-10	/
miR122 inh	/	10	3	-1	-3[16.7 µM]	5	/	/

17	O=C(COc1ccc(S(=O)(=O)N2CCOCC2)cc1Cl)NC1CC1
18	O=C(NC1(C(F)(F)F)N=C(c2ccccc2)NC1=O)c1ccccc1F (stereo unspecified)
19	CNC[C@@H]1Oc2c(NC(=O)Nc3c(C)noc3C)cccc2C(=O)N([C@@H](C)CO)C[C@@H]1C
20	CCOc1ccc(S(=O)(=O)N2Cc3ccccc3CC2C(=O)O)cc1 (stereo unspecified)
21	CC(Sc1nc(N)cc(N)n1)C(=O)Nc1ccc(N2CCOCC2)cc1 (stereo unspecified)
22	COc1ccc(S(=O)(=O)N2Cc3ccccc3CC2C(=O)O)cc1 (stereo unspecified)
23	O=C(CCC(=O)N1CCN(c2ccccc2F)CC1)c1ccc(Cl)s1
24	CC(/C=N/NC(=O)C(O)c1ccccc1)=C\c1ccccc1 (stereo unspecified)

compound no.	17	18	19	20	21	22	23	24
PglD inh	1	-9	1	1	-2	0	-1	-3
FN deposit inh	1	7	-1	-3	-1	-3	-6	/
GSIS activator	17	36	16	5	7	-7	-21	-2
Cneo AK release	1	1	-1	-3	0	2	0	2
CFTR F508del cor	0.4	/	-1.7	-1.8	-2.5	/	-2.8	/
PGC1a acetyl inh	/	/	-4	14	2	/	-14	-8
Statin myotox sup	6	/	27	5	1	2	6	-12
miR122 inh	0	-1	3[16.7 µM]	-12	-4	-5	28	1

25	Nn1c(=O)[nH]c2c([nH]c3ccccc32)c1=O
26	CCN(CC)CC(=O)Nc1cccc(S(=O)(=O)N2CCCC2)c1
27	CCC(C)[C@H](NC(=O)NCc1cccc(OC)c1)C(=O)O (stereo partly specified)
28	CC(=O)N(C)C[C@H]1Oc2cc(C#Cc3ccncc3)ccc2S(=O)(=O)N([C@@H](C)CO)C[C@H]1C
29	CCC(=O)N1CC2(CCN(C(=O)Cc3ccccc3)CC2)c2c(n(C)c3cc(OC)ccc23)[C@H]1CO
30	C[C@@H]1CN([C@H](C)CO)S(=O)(=O)c2ccc(/C=C/c3ccccc3)cc2O[C@@H]1CN(C)Cc1ccccc1
31	Cc1cccc2nc(Cn3c(=O)n(CCC(=O)NCc4ccco4)c(=O)c4sccc43)cc(=O)n12
32	CCOC(=O)[C@H]1[C@H]2COc3ccc(Cl)cc3[C@@H]2N2C(=O)c3cc(F)c(F)cc3NC(=O)[C@@]12C

compound no.	25	26	27	28	29	30	31	32
PglD inh	/	-6	-2	-2	/	17	5	2
FN deposit inh	4	4	/	-11	-5	/	7	6
GSIS activator	1	-8	/	8	-6	-7	23	-13
Cneo AK release	/	-2	-2	-4	/	1	1	0
CFTR F508del cor	-0.4	0.2	/	-1.8	0.8	3.4	/	1.6
PGC1a acetyl inh	-12	-5	15	0	3	-7	2	-8
Statin myotox sup	/	3	8	-2	/	-15	13	-1
miR122 inh	/	-3	-2	-23[16.7 µM]	/	55[16.7 µM]	-6	-1

33	c1ccc(CC(Cc2ccccc2)c2ccccn2)cc1
34	C[C@@H]1CN([C@@H](C)CO)C(=O)c2cc(Br)cnc2O[C@H]1CN(C)C(=O)Nc1ccc(F)cc1
35	CN(C)c1cc(NC(=O)CNC(C)(C)CC(C)(C)C)c2ccccc2n1
36	Cc1cccc(OCc2nnc(SCC(=O)N3CCN(c4ccccc4)CC3)o2)c1C
37	CC(C)c1cc(C(F)(F)F)nc(NNc2nc(C(C)C)cc(C(F)(F)F)n2)n1
38	C[C@@H](O)CNC(=O)c1[nH]cnc1C(=O)Nc1cccc(Cl)c1
39	COc1ccc(Nc2oc(COc3ccccc3F)nc2C#N)cc1
40	CN(C)Cc1cn(CC[C@@H]2CC[C@@H](NC(=O)Nc3ccccc3F)[C@@H](CO)O2)nn1

compound no.	33	34	35	36	37	38	39	40
PglD inh	7	-2&2&3	/	6	-1	-1	-4	0
FN deposit inh	-2	11&-7	-1	-12	2	-5	-5	-1&1
GSIS activator	1	-2&8	2	/	/	/	-8	15&33
Cneo AK release	0	0&-2&0	/	1	-1	1	0	7
CFTR F508del cor	-0.5	0.4	1.0	/	/	3.4	0.6	-0.9&-1.7
PGC1a acetyl inh	-9	-1&-3&-6	-11	11	-34	0	5	-8
Statin myotox sup	13	14&-7&19	/	-7	0	14	-1	-3
miR122 inh	-1	1	0	-10	/	5	-4	/

# 3 compounds out of the list, sorted by SMILES length, largest number first.
40	CN(C)Cc1cn(CC[C@@H]2CC[C@@H](NC(=O)Nc3ccccc3F)[C@@H](CO)O2)nn1
38	C[C@@H](O)CNC(=O)c1[nH]cnc1C(=O)Nc1cccc(Cl)c1
39	COc1ccc(Nc2oc(COc3ccccc3F)nc2C#N)cc1

compound no.	40	38	39
PglD inh	0	-1	-4
FN deposit inh	-1&1	-5	-5
GSIS activator	15&33	/	-8
Cneo AK release	7	1	0
CFTR F508del cor	-0.9&-1.7	3.4	0.6
PGC1a acetyl inh	-8	0	5
Statin myotox sup	-3	14	-1
miR122 inh	/	5	-4

# (cont.)
41	CC12CCC(C(=O)N(c3ccccc3Cl)C1=O)C2(C)C (stereo unspecified)
42	CCSCCCn1[nH]c2ccccc2c1=O
43	CCOCCn1c(=O)c2c(nc3n2CCN3c2ccc(C)cc2)n(C)c1=O
44	Cc1ccc(-c2nnc(SCC(=O)N/N=C/c3ccccc3C(=O)O)n2C2CCCCC2)cc1
45	Clc1ccc(N2CCN(/N=C/c3cccnc3)CC2)cc1
46	Cc1ccc(SCCCn2cnc3ccccc3c2=O)cc1
47	CCOC(=O)C1=NN(c2ccc(C)cc2)CC1C(=O)OC (stereo unspecified)
48	COc1ccc(CC(=O)N2CCN(c3ccc(F)cc3)CC2)cc1
49	Cc1ccccc1-n1nc2c(c1NC(=O)/C=C\c1ccc3c(c1)OCO3)CSC2
50	COCCCNc1nc2ccccc2nc1NS(=O)(=O)c1cccc(Cl)c1

compound no.	41	42	43	44	45	46	47	48	49	50
PglD inh	/	/	3	-3	1	3	-10	3	-1	4
FN deposit inh	-1	3	7	4	0	/	4	-3	1	4
GSIS activator	-2	11	9	8	3	/	-8	-5	9	10
Cneo AK release	2	/	-4	-1	1	-5	0	-1	2	0
CFTR F508del cor	/	0.5	-0.1	-2.8	3.5	/	1.4	-3.8	-0.4	-0.1
PGC1a acetyl inh	-17	-19	-7	/	7	3	-1	/	-9	/
Statin myotox sup	/	-6	-4	3	12	6	/	36	4	13
miR122 inh	-2	-2	0	/	-3	-6	-8	0	4	9

# Whole records, quoted from the list.
# `COc1ccc(CC(=O)N2CCN(c3ccc(F)cc3)CC2)cc1` in the list: PglD inh = 3; FN deposit inh = -3; GSIS activator = -5; Cneo AK release = -1; CFTR F508del cor = -3.8; PGC1a acetyl inh = /; Statin myotox sup = 36; miR122 inh = 0
# `Cc1ccc(SCCCn2cnc3ccccc3c2=O)cc1` in the list: PglD inh = 3; FN deposit inh = /; GSIS activator = /; Cneo AK release = -5; CFTR F508del cor = /; PGC1a acetyl inh = 3; Statin myotox sup = 6; miR122 inh = -6
# `CCOCCn1c(=O)c2c(nc3n2CCN3c2ccc(C)cc2)n(C)c1=O` in the list: PglD inh = 3; FN deposit inh = 7; GSIS activator = 9; Cneo AK release = -4; CFTR F508del cor = -0.1; PGC1a acetyl inh = -7; Statin myotox sup = -4; miR122 inh = 0
